Source: PubChem BioAssay
M4 antag: human M4 muscarinic receptor antagonists, primary screen, CHO cells, Fluo-8 calcium fluorescence. Muscarinic acetylcholine receptor M4 (Homo sapiens), P08173. CHO-hM4 cells, ACh EC80. inhibition, % at 3 µM. 360,000 tested, 0.73% active. AID 624125, 2012;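 active means inhibition above its plate's cutoff, the mean inhibition of sample wells plus 3 SD, cut at about 27% in these data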;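 further: 0% = acetylcholine EC80 with DMSO and 100% = DMSO without agonist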
Target sequence (P08173 whole entry, looked up): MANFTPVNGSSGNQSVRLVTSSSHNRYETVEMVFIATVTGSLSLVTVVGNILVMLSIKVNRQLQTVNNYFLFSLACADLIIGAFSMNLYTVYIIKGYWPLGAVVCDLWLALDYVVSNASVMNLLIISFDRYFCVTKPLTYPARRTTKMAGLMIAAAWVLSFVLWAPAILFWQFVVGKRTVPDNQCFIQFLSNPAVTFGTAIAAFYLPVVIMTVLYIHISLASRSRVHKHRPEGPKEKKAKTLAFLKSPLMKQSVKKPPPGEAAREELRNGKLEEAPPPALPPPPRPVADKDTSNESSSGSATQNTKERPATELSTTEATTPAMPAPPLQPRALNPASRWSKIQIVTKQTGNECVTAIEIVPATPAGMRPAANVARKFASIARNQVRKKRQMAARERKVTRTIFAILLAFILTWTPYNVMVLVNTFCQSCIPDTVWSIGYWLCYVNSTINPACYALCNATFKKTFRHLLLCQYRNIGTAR
OXTR potentiator: human OXTR potentiators, primary screen, fluorescence, CHO-OTR cells, Fluo-8 calcium; Oxytocin receptor (Homo sapiens), P30559; activation, % at 3 µM; 320,000 tested, 0.061% active; Fluo-8 calcium fluorescence, potentiator mode; 0% = oxytocin EC15, 100% = EC100; AID 2445, 2010;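 active means activation above that plate's cutoff, the mean activation of tested compounds plus 3 SD, cut at about 6.6% in these data, passing the limit was not always enough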;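 further: 100% uses oxytocin at 75 nM as the full agonist control; some results filed as inactive read as strong as hits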
Target sequence (P30559 whole entry, looked up): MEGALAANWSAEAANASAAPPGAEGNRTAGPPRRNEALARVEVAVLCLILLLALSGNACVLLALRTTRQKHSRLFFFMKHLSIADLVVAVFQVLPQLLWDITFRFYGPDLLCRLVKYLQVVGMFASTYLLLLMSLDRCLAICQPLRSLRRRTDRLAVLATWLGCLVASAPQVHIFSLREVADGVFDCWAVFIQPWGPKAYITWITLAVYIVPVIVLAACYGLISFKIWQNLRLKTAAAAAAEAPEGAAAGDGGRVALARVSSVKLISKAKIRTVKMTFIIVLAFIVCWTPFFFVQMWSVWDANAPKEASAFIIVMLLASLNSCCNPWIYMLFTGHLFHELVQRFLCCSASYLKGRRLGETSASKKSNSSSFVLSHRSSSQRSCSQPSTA
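Assay system: CHO cell line stably expressing human OTR. Reagent: EC15 oxytocin agonist. Dosing: single dose, 3.0 µM nominal final compound concentration. Timing: compound 6 min at room temperature before oxytocin, 100 s read. Signal: kinetic Fluo-8 calcium fluorescence. Controls: oxytocin EC15 low and EC100 high.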
CHRM1 agonist: human M1 muscarinic receptor agonists, primary screen, Fluo-8 calcium fluorescence, CHO-K1 cells, HTS | Muscarinic acetylcholine receptor M1 (Homo sapiens), P11229 | CHO-K1 hM1, agonist mode; 0% DMSO, 100% acetylcholine EC100 | activation, % at 3 µM | 360,000 tested, 0.33% active;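 active means activation above the run's mean compound activation plus 3 SD, cut at about 16% in these data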;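 further: peak over basal fluorescence ratio within a 140 s kinetic read after compound addition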
M1 PAM: human M1 muscarinic receptor positive allosteric modulators, primary screen, CHO-K1 cells, Fluo-8 calcium fluorescence, 1536-well | Muscarinic acetylcholine receptor M1 (Homo sapiens), P11229 | CHO-K1 hM1, ACh EC20; 0% = ACh EC20, 100% = maximal ACh | activation, % at 3 µM | 360,000 tested, 0.088% active; in the data active means activation above about 19%, passing the limit was not always enough
CHO parental Ca: ATP-evoked calcium signal inhibitors, parental CHO, primary screen, counter-screen for OX1R antagonist project, cell-based, fluorescence, Fluo-8 calcium dye | 330,000 tested, 0.63% active | parental CHO-K1, ATP-induced calcium, Fluo-8 fluorescence | AID 463079, 2010 | inhibition, % at 5.6 µM;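 active means inhibition above that plate's mean sample inhibition plus 3 SD, cut at about 26% in these data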;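 further: 0% = ATP-challenged DMSO wells and 100% = DMSO wells without ATP; some compounds past the cut are filed as inactive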
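Material: parental CHO cells / Compound: single nominal dose of 5.6 µM per compound / Signal: Fluo-8 fluorescence / Replicates: singlicate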
CHO-K1 Ca antag: nonselective inhibitor or artifact in parental CHO-K1 cells | AID 602250 | inhibition, % at 3 µM | ATP-induced calcium, Fluo-8 fluorescence | 360,000 tested, 0.6% active;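 active means inhibition above a per-plate cutoff, the plate's mean sample inhibition plus 3 SD, cut at about 24% in these data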;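 further: 0% = DMSO plus EC80 ATP and 100% = DMSO alone without ATP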
CHRM4 agonist: human M4 muscarinic receptor agonists, primary screen, CHO-K1 cells, Fluo-8 calcium fluorescence | Muscarinic acetylcholine receptor M4 (Homo sapiens), P08173 | CHO-K1 hM4/Gqi5; vehicle 0%, full acetylcholine response 100% | activation, % at 3 µM | 360,000 tested, 0.14% active | AID 624127, 2012;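 active means activation above the run mean over all test wells plus 3 SD, cut at about 32% in these data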;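 further: peak over basal fluorescence ratio per well then scaled between controls; 0% = DMSO wells and 100% = acetylcholine at EC100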
M1 antag: human M1 muscarinic receptor antagonists, primary screen, CHO-K1 cells, Fluo-8 calcium fluorescence, 1536-well; Muscarinic acetylcholine receptor M1 (Homo sapiens), P11229; inhibition, % at 3 µM; 360,000 tested, 1.3% active; CHO-K1 hM1, ACh EC80 antagonist;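 active means percent inhibition above its own plate's cutoff, namely the mean of that plate's compound wells plus 3 SD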;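 further: peak over basal fluorescence ratio during 140 s after agonist addition; 0% = ACh EC80 plus DMSO and 100% = DMSO alone without agonist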
CHO-K1 Ca ag: counter-screen for M1 agonists: effect in parental CHO-K1 cells | activation, % at 3 µM | Fluo-8 calcium fluorescence; scaled to maximal ATP response, vehicle zero | 360,000 tested, 0.48% active; in the data active means activation above about 15%;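 further: untransfected CHO-K1 host cells lacking M1 receptor as counterscreen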
Active calls of the source: *; . = not tested or not shown. Rows were taken by chance; about 2.9% have a hit in one of these screens.

SMILES	M4 antag	OXTR potentiator	CHRM1 agonist	M1 PAM	CHO parental Ca	CHO-K1 Ca antag	CHRM4 agonist	M1 antag	CHO-K1 Ca ag
O=C(COC(=O)/C=C/c1ccc(Cl)cc1)NCc1cccs1	-1	.	2	3	.	-4	10	-8	8.6
CC(=O)c1cccc(NC(=O)c2cnn(-c3ccccc3)c2C)c1	-15	-5	-3	8	-8	-14	8	-16	3.9
COc1cc(NC(=O)CN(c2cc(C)cc(C)c2)S(=O)(=O)c2c(C)[nH]c(=O)[nH]c2=O)cc(OC)c1	21	-7	-2	10	3	-17	1	-10	0.2
C=C1CCN([C@H](C(=O)Nc2ccc(OC)cc2)C(C)C)S(=O)(=O)c2ccccc21	-6	-2	-8	10	-27	-22	0	0	-0.1
O=C(c1cc2nc(-c3ccccc3)cc(-c3ccccc3)n2n1)N1CCCC1	5	4	-7	-4	-17	2	-1	11	16*
O=C(CSCc1ccccc1)N1CCN(c2cccc(C(F)(F)F)c2)CC1	1	-22	-5	5	-17	5	3	-6	2.1
CCN1C(=O)C(=O)N(CC(=O)N2CCN(c3ccccc3)CC2)C1=O	-9	-5	-1	4	4	-3	2	-7	1.2
C=CCNc1nc(NCc2ccco2)nc(OCC)n1	-7	-11	-5	8	-8	-6	1	-23	0.6
CON(C)c1nc(Oc2ccc(=O)[nH]n2)nc(N(C)C)n1	1	1	-3	-2	2	6	0	8	0.8
COc1cccc(NC(=O)CN2CCc3ccccc3C2)c1	2	-10	-4	1	-20	1	0	-1	8.2
O=C(CN(c1ccc(F)cc1)S(=O)(=O)c1ccccc1)Nc1ccccc1C(=O)O	3	-5	-5	6	2	-5	0	3	0.6
O=C(NC(=S)NC1CCS(=O)(=O)C1)c1ccccc1Br (stereo unspecified)	0	5	-1	8	8	-11	0	-5	0.3
CCCNC(=O)c1cccc(C(F)(F)F)c1	8	7	-5	-2	6	-7	0	3	0.2
CCC1CCCCN1CCCNC(=O)Cn1ncn2nc(-c3ccc(OC)cc3)cc2c1=O (stereo unspecified)	14	-6	-14	-3	-10	-5	1	-8	0.3
O=C(CN1C(=O)C2C3C=CC(C3)C2C1=O)NCc1ccccc1 (stereo unspecified)	-1	-5	-6	5	-20	-10	0	3	1.2
CC1CN(C(=O)c2ccc3c(c2)OCO3)CC(C)O1 (stereo unspecified)	10	-2	-1	5	-3	-3	0	-6	0.7
Cc1cnn(-c2nc(-c3cccs3)cc(C(F)(F)F)n2)c1	-5	5	-13	4	-29	-29	2	-12	0.1
COc1ccc(-n2c(SCC(=O)N3CCC(C(=O)O)CC3)nc3ccccc3c2=O)cc1OC	-16	-1	1	11	-14	-12	1	-9	0.1
Fc1cccc(Cn2cc(C(=S)N3CCOCC3)c3ccccc32)c1	-1	-15	-2	19	-18	-11	1	-9	1.1
COc1ccc(N(CC(=O)N/N=C/c2ccccc2F)S(=O)(=O)c2ccccc2)cc1	-2	-21	-5	0	-26	-14	-1	2	-0.6
COc1ccc(CCN(C)C(=O)CSc2ncnc3sccc23)cc1OC	-5	-7	-8	9	-13	-9	2	-7	1.6
CC(=O)Nc1cc(-c2cccc(N)c2)cn2c(-c3ccccc3)cnc12	2	.	-2	-5	.	7	4	-3	1.4
COCCNC(=O)C(=O)N/N=C(\C)CC(=O)Nc1cccnc1	-2	-4	-2	4	10	-14	3	-5	-0.2
CCC(CC)NC(=O)Cc1ccccc1[N+](=O)[O-]	-13	-4	-4	6	-12	-14	1	-6	-0.3
CC(C)(C)OC(=O)N(CCc1ccccc1)Cc1cccc(OCc2cccc(NC(=O)C3CC3)c2)c1	-6	.	-2	-5	.	-6	4	4	2.4

Further results follow:
SMILES	M4 antag	OXTR potentiator	CHRM1 agonist	M1 PAM	CHO parental Ca	CHO-K1 Ca antag	CHRM4 agonist	M1 antag	CHO-K1 Ca ag
CC(=O)Nc1ccc(NC(=O)CSc2ncc(C(=O)Nc3ccc(F)cc3)c(=O)n2C)cc1	8	-4	2	13	-15	-1	1	-12	1.2
Cc1ccc(-c2nn(-c3ccccc3)cc2C(=O)N2CCN(C3CCS(=O)(=O)C3)CC2)cc1 (stereo unspecified)	0	-3	-3	11	-12	-13	2	-11	1.1
O=C(Nc1ccc(Cl)cc1)c1ccc(-c2ccccn2)s1	6	-1	-2	3	-10	3	1	-8	1.3
COc1ccccc1C(=O)Nc1ccccc1C(=O)N1C(C)CCCC1C (stereo unspecified)	-12	6	-6	-3	-13	-8	0	6	0.3
COC(=O)C1=C(C)N=c2s/c(=C/c3cccs3)c(=O)n2C1c1cccs1 (stereo unspecified)	0	-12	-4	4	-11	-4	0	2	0.6
CCCNC(=O)C1(C)CCCN(Cc2ccc(Oc3ccccc3)cc2)C1 (stereo unspecified)	14	.	-8	-25	.	0	0	40*	0.4
CC1CN(S(=O)(=O)c2ccc(C(=O)Nc3nc(-c4cc5ccccc5o4)cs3)cc2)CC(C)O1 (stereo unspecified)	7	-3	-6	9	11	-5	2	-3	0.8
COc1ccccc1C(=O)NCC(=O)OCC(=O)Nc1ccc2[nH]c(=O)[nH]c2c1	-6	-7	-3	5	7	0	2	-5	1.8
COc1ccc(C2SCC(=O)N2Cc2ccccc2)cc1 (stereo unspecified)	8	-5	-4	5	-8	-4	-1	-7	0.6
CC(=O)c1ccc2c(c1)c(C#N)c1ccccc1[n+]2[O-]	4	.	-2	-4	.	13	1	11	0.1
Cc1ccccc1-c1cc(C(=O)Nc2sc(C(=O)OC(C)C)c(C)c2C#N)c2ccccc2n1	6	-11	1	-16	1	35*	8	31*	5.0
CCCCN(CCCC)CC(O)Cn1c2ccccc2c(=O)c2ccccc21 (stereo unspecified)	-7	2	-8	1	-21	-1	0	-2	-0.1
COc1ccc(-n2nnnc2C(c2ccccc2OC(F)(F)F)N2CCN(C/C=C/c3ccccc3)CC2)cc1 (stereo unspecified)	-26	.	-5	-14	.	-18	1	-3	0.2
COc1ccc(C2=CC3=C(Br)C(=O)C(C)(OC(=O)C4CCCC4)C(=O)C3=CO2)cc1 (stereo unspecified)	11	-3	-4	2	-15	-7	4	3	0.8
CCOC1CCCc2oc(-c3ccsc3)c(-c3cnc(OC)nc3)c21 (stereo unspecified)	5	.	.	.	.	-4	1	.	0.3
CC(C)n1cc(NC(=O)C2CC(c3cccc(Br)c3)=NO2)cn1 (stereo unspecified)	-8	-12	7	8	-15	-2	6	-16	0.8
CCC(NC(=O)CCc1c(C)c2cc3c(C)c(C)oc3cc2oc1=O)C(=O)N[C@@H](Cc1ccccc1)C(=O)O (stereo partly specified)	-2	-6	-4	-7	-18	0	0	5	0.1
O=C(O)CCCNC(=O)/C(=C\c1ccccc1F)NC(=O)c1ccccc1	-21	-3	-3	10	4	-13	-1	-8	0.5
O=C(COc1ccc2ccccc2c1)N1CCN(C(=O)c2ccco2)CC1	0	-9	0	5	-16	22	6	5	1.4
CCCCc1ccc(NC(=O)COc2ccc(C(=O)Nc3ccccc3OCC)cc2)cc1	0	-9	-5	-8	-28	4	0	3	1.4
Cc1ccccc1NC(=O)Cc1nnc(NC(=O)Nc2ccccc2F)s1	2	-16	1	17	-2	-1	2	0	0.2
CCCN(CC1CC1)C(=O)COC(=O)c1oc2c(F)cccc2c1C	-10	-4	0	10	-16	-12	3	0	-0.3
Cc1ccc(S(=O)(=O)N2CCN(C(=O)c3cc4c(C)nn(-c5ccccc5C)c4s3)CC2)cc1	-11	-24	-1	11	-8	-5	1	-12	0.1
CC(CC(=O)c1cccs1)CC(=O)c1cccs1	0	4	1	12	-12	1	3	-6	-0.3
O=C(Nc1nnc(-c2ccc(Cl)cc2)o1)C1=COCCO1	-6	-12	-4	12	-4	-6	0	-4	-0.1

Compound profiles, as listed above:
Listed for CCCCc1ccc(NC(=O)COc2ccc(C(=O)Nc3ccccc3OCC)cc2)cc1 → M4 antag: 0; OXTR potentiator: -9; CHRM1 agonist: -5; M1 PAM: -8; CHO parental Ca: -28; CHO-K1 Ca antag: 4; CHRM4 agonist: 0; M1 antag: 3; CHO-K1 Ca ag: 1.4
Listed for Cc1ccccc1-c1cc(C(=O)Nc2sc(C(=O)OC(C)C)c(C)c2C#N)c2ccccc2n1 → M4 antag: 6; OXTR potentiator: -11; CHRM1 agonist: 1; M1 PAM: -16; CHO parental Ca: 1; CHO-K1 Ca antag: 35*; CHRM4 agonist: 8; M1 antag: 31*; CHO-K1 Ca ag: 5.0

A run of entries from the list above, for reference:
SMILES	M4 antag	OXTR potentiator	CHRM1 agonist	M1 PAM	CHO parental Ca	CHO-K1 Ca antag	CHRM4 agonist	M1 antag	CHO-K1 Ca ag
CC(CC(=O)c1cccs1)CC(=O)c1cccs1	0	4	1	12	-12	1	3	-6	-0.3
O=C(Nc1nnc(-c2ccc(Cl)cc2)o1)C1=COCCO1	-6	-12	-4	12	-4	-6	0	-4	-0.1

Next records.
SMILES	M4 antag	OXTR potentiator	CHRM1 agonist	M1 PAM	CHO parental Ca	CHO-K1 Ca antag	CHRM4 agonist	M1 antag	CHO-K1 Ca ag
Cc1cccc(Nc2nc3ccccc3n3nnnc23)c1	-6	-2	-6	11	-17	-8	0	-7	-0.1
COc1ccc(-n2c(Cc3cccn3C)nnc2SCC(=O)NCc2ccccc2Cl)cc1	2	-8	-1	8	-18	-4	1	-8	0.1
CN(C(=O)CSc1nncc2ccccc12)c1ccccc1	3	-6	-4	10	-9	2	1	-10	0.4
COC(=O)Cn1c2ccc(OC)cc2c2nc(C)sc21	4	4	-6	4	-19	-12	0	-3	1.4
CCN1C(=O)[C@H]2[C@@H](c3ccc(C)cc3)N[C@]3(CCCN(CCC(C)C)C3=O)[C@H]2C1=O	-19	.	1	15	.	-8	1	-9	0.4
COc1ccccc1CNC(=O)C(C)n1nc(C)c2c(C)n(-c3ccccc3)nc2c1=O (stereo unspecified)	-11	-6	-5	-4	-18	-4	1	10	0.7
CN(C(=O)CSc1nc2ccccc2o1)C1CCS(=O)(=O)C1 (stereo unspecified)	-6	0	-2	10	-6	-18	1	-13	0.6
CCOc1ccc(/C=C2\SC(=S)N(C(C(=O)O)c3ccccc3)C2=O)cc1OC (stereo unspecified)	2	-2	-4	3	-12	1	0	0	0.0
O=C(C1=C[C@H](C2CCCCC2)C[C@H](OCCCCO)O1)N1CCN(Cc2ccccc2)CC1	1	-9	0	-1	-19	-17	1	-5	-0.2
COc1ccc2ccccc2c1/C=N/Nc1cccc(C(=O)O)c1	-2	0	-2	17	-2	-20	0	-20	0.7
COc1ccc(Nc2nc(N/N=C/c3ccc(N(C)C)cc3)nc(C)c2[N+](=O)[O-])cc1	20	-3	-9	-13	-10	12	2	15	0.0
Fc1ccccc1CNCC1CCCO1 (stereo unspecified)	-4	.	-5	3	.	7	1	10	0.0
O=C(NCCc1ccc(Cl)cc1)c1ccc2[nH]c(=O)c(=O)[nH]c2c1	-11	3	1	16	-19	-15	2	-15	2.2
